Source: PubChem BioAssay
ASAP1 GAP inh – ASAP1 ArfGAP inhibition; 360,000 compounds, 0.19% hits; inhibition, % at 16.5 µM; ASAP1-stimulated ARF1 GTP hydrolysis, GDP FP detection; AID 624377; Q9ULH1; in the data active means inhibition above about 25%;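 further: 0% = vehicle with enzyme and substrate and 100% = no enzyme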
Target sequence (Q9ULH1 325-724 limits assumed): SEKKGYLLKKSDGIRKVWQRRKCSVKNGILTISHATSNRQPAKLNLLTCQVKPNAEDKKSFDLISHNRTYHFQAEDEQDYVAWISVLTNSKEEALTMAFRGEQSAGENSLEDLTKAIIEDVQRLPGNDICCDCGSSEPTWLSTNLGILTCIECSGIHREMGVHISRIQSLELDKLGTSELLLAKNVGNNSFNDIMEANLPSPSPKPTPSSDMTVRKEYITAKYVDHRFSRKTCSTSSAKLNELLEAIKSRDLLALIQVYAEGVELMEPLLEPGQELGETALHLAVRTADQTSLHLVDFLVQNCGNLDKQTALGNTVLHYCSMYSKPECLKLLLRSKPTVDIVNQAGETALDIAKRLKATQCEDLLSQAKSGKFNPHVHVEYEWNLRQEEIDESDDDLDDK
LEDGF integ inh – blocks HIV-1 LEDGF/p75-dependent DNA integration. TR-FRET IN-LEDGF/p75 DNA integration, Eu/Cy5. inhibition, % at 3.7 µM. 370,000 compounds, 0.64% hits;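 active means inhibition above the screen-wide mean plus 3 SD, cut at about 13% in these data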;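 further: signal is the Cy5 over europium emission ratio at 671 and 618 nm; 0% = plate median of compound wells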
Tn7 DDE FP – disrupts Tn7 cyclic peptide binding to fibrin D-Dimer-E complex | P02675 | FP displacement of FITC-Tn7 peptide from fibrin DD(E); 0% = median of compound wells per plate | inhibition, % at 8.3 µM | 370,000 compounds, 0.13% hits | AID 720508;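 active means inhibition above the mean of compounds falling within the control limits plus 3 SD of them, cut at about 14% in these data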;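 further: 0% = plate median of compound wells and 100% = 10 µM Aha-Tn7 peptide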
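Assay system: Human clot-derived fibrin DD(E) complex | Buffer or medium: Tris/NaCl/CaCl2 buffer, pH 7.8 | Repeats: One replicate per compound | Benchmarks: Aha-Tn7 high control | Measure: % inhibition scaled between sample-field median and high-control FP | Schedule: 10 min plus 3 h, room temperature | Signal: Fluorescence polarization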
ADAM17 inh – inhibitors of human ADAM17; 370,000 compounds, 0.83% hits; P78536; inhibition, % at 6.95 µM; recombinant ADAM17, EDANS/DABCYL FRET peptide cleavage; AID 720648;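 active means inhibition above the mean of compounds lying between control limits plus 3 SD, set per campaign, cut at about 8.5% in these data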;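 further: 0% = DMSO-only wells as the low control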
DDE Tn6 FP inh – disrupts Tn6 cyclic peptide binding to fibrin D-Dimer-E complex; inhibition, % at 8.3 µM; AID 720509; 370,000 compounds, 0.21% hits; Fibrin DD(E) TRITC-Tn6 fluorescence polarization displacement;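 active means inhibition above a per-campaign cutoff: mean of compounds within control limits plus 3 SD, cut at about 15% in these data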;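 further: 0% = median of all compound wells on the plate and 100% = blocking peptide control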
TDP2 absorb – blocks human TDP2 phosphodiesterase activity | O95551 | recombinant TDP2, T5PNP hydrolysis, p-nitrophenol absorbance 415 nm | inhibition, % at 12.8 µM | 370,000 compounds, 0.34% hits;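 active means inhibition above the mean of all tested compounds plus 3 SD, set per campaign, cut at about 25% in these data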;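 further: 0% = DMSO with enzyme and 100% = buffer with substrate but no TDP2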
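Material: recombinant human TDP2; quantity: TDP2 enzyme at 120 nM final; medium: Tris-HCl pH 7.5 with MgCl2; compound: single concentration, 12.8 µM nominal, with 1% DMSO; incubation: 2 h enzyme incubation at 37 °C; signal: epi absorbance; measure: percent inhibition; benchmarks: high control without enzyme, low control DMSO plus TDP2; repeats: singlicate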
ADAM10 inh – inhibits human ADAM10 | inhibition, % at 7 µM | recombinant ADAM10, EDANS/DABCYL FRET peptide cleavage, 3 h | AID 720582 | 370,000 compounds, 0.62% hits;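 active means inhibition above a per-campaign cutoff equal to the mean of compounds falling between control-based bounds plus 3 SD, cut at about 20% in these data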;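 further: 0% = DMSO wells while the 100% control is not disclosed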
KLK7 zymogen act – activates the human kallikrein-7 zymogen; P49862; purified proKLK7, EDANS-DABCYL substrate fluorescence; 100% is mature enzyme control, 0% vehicle; activation, % at 7 µM; 370,000 compounds, 0.9% hits; AID 652039;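 active means activation above the mean of all tested compounds plus 3 SD, computed per campaign excluding outliers beyond control limits, cut at about 13% in these data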
Target sequence (P49862 whole entry, looked up): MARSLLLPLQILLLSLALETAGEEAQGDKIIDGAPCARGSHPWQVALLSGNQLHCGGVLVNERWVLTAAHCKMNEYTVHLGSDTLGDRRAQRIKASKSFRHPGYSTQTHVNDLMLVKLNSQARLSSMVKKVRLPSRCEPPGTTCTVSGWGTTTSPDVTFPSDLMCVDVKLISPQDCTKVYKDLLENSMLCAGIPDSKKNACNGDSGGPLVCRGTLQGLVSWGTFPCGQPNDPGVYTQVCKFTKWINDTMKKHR
ARFGAP1 inhibitor – inhibitors of rat ARFGAP1 | Q62848 | Arfgap1-stimulated ARF1 GTP hydrolysis, GDP FP detection | inhibition, % at 16.5 µM | 360,000 compounds, 0.26% hits | AID 651572;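 active means inhibition above a per-plate limit, mean inhibition of low control wells plus 3 SD, cut at about 25% in these data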;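 further: 0% = DMSO wells with enzyme and 100% = wells lacking Arfgap1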
Target sequence (Q62848 1-136 limits assumed): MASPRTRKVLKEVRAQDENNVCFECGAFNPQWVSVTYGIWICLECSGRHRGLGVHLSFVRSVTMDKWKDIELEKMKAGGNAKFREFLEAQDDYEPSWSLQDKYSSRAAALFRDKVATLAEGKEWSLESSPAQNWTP
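Material: rat Arfgap1 GAP domain (His6, aa 1-136), purified enzyme. Also added: human ARF1(Δ1-17)-GTP substrate. Compound dosing: 16.5 µM single point, 1.26% DMSO. Timing: enzyme reaction 120 min at 25 °C after 20 min preincubation. Signal: GDP detection by fluorescence polarization. Read-out basis: percent inhibition of GAP-stimulated GDP formation, scaled between DMSO and no-Arfgap1 medians.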
PLCg1 inh – inhibitors of human phospholipase C gamma1 | 370,000 compounds, 0.84% hits | inhibition, % at 12.2 µM | AID 720700 | purified PLC-gamma1, fluorogenic substrate, fluorescence; in the data active means inhibition above about 9.5%
* hit, by the source's call; i = inactive. An unsorted share of the library, and some 4.2% of all compounds hit somewhere here.

ASAP1 GAP inh	LEDGF integ inh	Tn7 DDE FP	ADAM17 inh	DDE Tn6 FP inh	TDP2 absorb	ADAM10 inh	KLK7 zymogen act	ARFGAP1 inhibitor	PLCg1 inh	Molecule
-9	-6	3	-4	-8	5	-8	0.3	-6	-1	O=C(Nc1cccc([N+](=O)[O-])c1)NC1CCS(=O)(=O)C1 (configuration not stated)
5	6	-4	-4	-4	-1	-7	1.1	8	-15	C[C@@H]1ON(C)[C@H]2C[C@H]3c4cc(N5CCN(C)CC5)ccc4CCN3C(=O)[C@@H]12
12	2	-6	-3	-1	-6	-14	-0.2	13	-21	Cc1cc2oc(=O)cc(CN3CCCCC3C)c2cc1C(C)C (configuration not stated)
-4	-5	1	-3	-13	-7	9	0.3	12	3	COC1CCCN(C(=O)c2cccc(OC3CCN(S(=O)(=O)N(C)C)CC3)c2)C1 (configuration not stated)
0	0	-5	i	6	2	i	189*	-1	i	COc1ccccc1Oc1c(C)oc2c(CN3CCOCC3)c(O)ccc2c1=O
-6	2	-2	0	8	3	5	-0.2	-2	-6	N#C/C(=C1\CCCN1)c1nc(-c2ccccc2)cs1
-6	-2	5	-78	-4	2	-308	-20	4	-159	Brc1ccc(C2C3=C(Nc4ncnn42)c2ccccc2OC3c2ccncc2)cc1 (configuration not stated)
-2	3	4	1	0	15	0	-0.9	0	4	O=C(Cc1cccc(NC(=O)C2CCN(C(=O)C3CC3)CC2)c1)Nc1cccc(C(=O)N2CCOCC2)c1
5	-1	-1	-4	-7	3	2	-0.8	-9	-1	COc1cccc(-c2cc(C(F)(F)F)nc(N3CCC(C)CC3)n2)c1
-7	1	-3	-1	4	5	-2	-0.6	2	3	O=C(CSc1nc(-c2ccccc2)ns1)N1CCOCC1
5	0	3	-1	0	0	2	0.4	-5	-1	CN1CCN(C(=O)c2ccc(C3SCC(=O)N3Cc3ccco3)cc2)CC1 (configuration not stated)
-6	-6	2	-3	-1	6	-10	0.5	10	-3	CC(=O)COc1cc(C)cc2oc(=O)cc(-c3ccccc3)c12
-11	-6	3	3	1	-9	1	-1.3	5	0	Cc1oc(-c2ccccc2)nc1Cn1cccc1C1=NC(c2ccccc2)CO1 (configuration not stated)
1	-1	-1	0	3	-10	-3	-0.6	0	3	COc1cccc(NS(=O)(=O)c2c(C)nc3sccn3c2=O)c1
8	1	-4	1	-5	-14	-4	-0.3	11	6	Cc1cc(-c2cccc([N+](=O)[O-])c2)nc2ccccc12
-13	1	6	-2	88*	2	2	0.0	3	1	O=C(COC(=O)Cc1cccs1)Nc1ccc(OC(F)(F)F)cc1
-5	2	1	-2	4	-1	-7	-0.7	10	0	CC[C@@]1(C(=O)OC)N[C@H](CN(C)S(=O)(=O)c2ccc(OC(F)(F)F)cc2)[C@@H]2C(=O)N(C)C(=O)[C@@H]21
15	0	-3	-1	2	2	2	-0.3	4	5	Cc1cc(C(=O)Nc2cc(C(C)(C)C)on2)c(C)o1
-11	0	1	-3	-5	1	-2	0.1	10	1	Cc1cc2c(c(SCC(N)=O)n1)C(=O)OC2
6	3	4	-2	0	3	0	0.6	-3	4	CCOc1ccc(NC(=O)C2CCN(S(=O)(=O)c3c(C)n[nH]c3C)CC2)cc1
-8	-1	3	-2	1	-4	0	0.1	9	1	CC1=C(C)CC(C(=O)N2CCN(Cc3ccc4c(c3)OCO4)CC2)C(C(=O)O)C1 (configuration not stated)
-1	2	1	1	-4	3	-3	-0.3	-1	0	CCCC(=O)NC(C)c1nc2ccccc2n1C(C)C (configuration not stated)
11	8	-2	-54	2	-2	-150	-8.4	-2	-295	CSC1=NSC2=NC(=O)/C(=C\c3coc4ccccc4c3=O)C(=N)N12
6	-3	-1	-1	-4	13	0	0.5	-8	3	CN(C)N=Nc1ccc(S(=O)(=O)NC(Cc2ccccc2)C(=O)O)cc1 (configuration not stated)
5	-1	-9	3	3	-12	3	0.4	11	2	CCOC(=O)c1c(/N=C/N(C)C)sc(C)c1C
2	1	-4	-2	5	0	-3	0.8	-2	0	CCN(C(=O)CN1CCOCC1)C1(C)C(=O)c2ccccc2C1=O
-4	12	1	-3	2	-11	-12	-1.7	8	-11	CC(Oc1ccc(Br)cc1)C(=O)Nc1nc(-c2ccccn2)cs1 (configuration not stated)
-10	1	5	-5	3	1	-2	0.4	10	1	COc1ccc(-n2c(=S)[nH]c(=O)c3cccnc32)cc1
3	-5	6	-11	4	-10	-2	-0.2	14	-1	COc1ccc(CNC(=O)CN2C(=O)NC3(CCCc4sccc43)C2=O)cc1OC (configuration not stated)
6	-3	6	-5	2	7	2	0.4	0	-5	CCOC(=O)CSC1=C(C#N)C(c2ccccc2)C(C(C)=O)=C(C)N1 (configuration not stated)

Additional results.
ASAP1 GAP inh	LEDGF integ inh	Tn7 DDE FP	ADAM17 inh	DDE Tn6 FP inh	TDP2 absorb	ADAM10 inh	KLK7 zymogen act	ARFGAP1 inhibitor	PLCg1 inh	Molecule
0	-2	5	4	4	-14	7	-0.1	7	-2	NS(=O)(=O)c1ccc(CCNC(c2ccccc2)c2ccccc2)cc1
-3	-1	9	-6	-5	-2	-1	-0.2	-5	0	O=C(c1cccc(F)c1)N1CCCc2ccccc21
4	0	3	0	5	-3	2	0.0	-11	0	Cc1ccc2nc(NC(=O)CN3C(=O)NC4(CCCC4)C3=O)sc2c1
0	2	6	-7	-2	1	-1	0.5	6	2	O=c1c2ccccc2c(-c2ccccc2)nn1-c1ccc(Cl)c(Cl)c1
-2	1	1	-2	1	3	-6	0.1	3	-2	CCN(CC(=O)NCc1cccs1)C(=O)c1ccc(S(=O)(=O)Nc2ccccc2OC)cc1
4	0	-3	1	-1	-1	1	-0.3	9	1	O=S(=O)(c1cccc2nonc12)N1CCCCCC1
1	-1	-3	0	3	-5	1	0.1	-4	-3	CCc1nc2ccccc2c(C(=O)OCc2nnc(-c3ccccc3)o2)c1C
-4	0	-2	0	0	7	-1	-0.5	3	1	Cc1cc(Br)ccc1NC(=S)N1CCOCC1
3	-6	-3	-4	-8	-9	-3	0.2	-12	6	CSc1ccccc1-c1nnc(-c2ccc(Cl)c(Cl)c2)o1
-5	-2	1	-3	3	-4	-12	-0.1	7	4	O=C(NCc1nnc(SCC(=O)N2CCCCC2)o1)c1c(F)cccc1F
11	-3	4	0	0	-2	1	-0.2	5	2	O=C(NC1CCCC1)C1CCN(C(=O)Nc2cccc(Cl)c2)CC1
-4	-3	-4	-5	0	-1	-9	-0.8	13	-6	COc1cccc(Nc2ncnc3c2cnn3-c2cccc(C)c2)c1
-2	2	2	-1	-7	11	-5	0.3	-2	3	Cc1ccc(OCCCN2CCOCC2)c([N+](=O)[O-])c1
-9	0	0	-29	8	-16	-124	-12	-14	-33	COc1ccc(-c2sc3cc(OC)c(OC)cc3c2C#CC(C)(C)O)cc1
-8	-1	-4	-3	-1	2	-16	-1.0	2	3	Cc1ccccc1Cn1cc(NC(=O)c2cc(-c3cccs3)on2)cn1
-3	-1	-2	1	-7	0	8	-0.2	-3	3	CCOc1cccc(CN2CCN(c3cccc(C(F)(F)F)c3)CC2)c1O
14	6	-2	2	2	-2	-11	0.9	-1	0	Cc1cc(C(=O)COC(=O)c2ccc(O)cc2O)c(C)n1C(C)C
-5	2	4	-1	1	-1	-9	-0.5	6	-2	CCNS(=O)(=O)c1ccc(NC(=S)N2CCc3ccccc32)cc1
2	-1	-7	-2	-10	12	3	0.1	-4	-2	CCN(CC)S(=O)(=O)c1ccc(OC)c(NC(=O)c2cccc(C)c2[N+](=O)[O-])c1
-17	-1	-3	-1	5	8	2	0.4	-2	3	CCCn1c(N)c(N2CCCCC2)c(=O)n(CC(=O)Nc2ccccc2C(F)(F)F)c1=O
-9	0	2	-2	1	-2	-3	0.4	10	-1	COC(=O)CN1C2(C#N)CCCCC2CC2CCCCC21C#N (configuration not stated)
3	-5	5	-3	-2	1	-12	-0.4	13	-4	COc1ccc(C(O)c2ncc(-c3ccccc3OC)[nH]2)cc1 (configuration not stated)
-4	3	-5	-3	-6	-2	-5	-0.4	-5	-2	CCCCn1c(N)c(N(CCOC)C(=O)Cn2c(=O)cnc3ccccc32)c(=O)[nH]c1=O
-7	4	-5	3	8	0	3	-0.6	8	3	Cc1ccccc1-n1nc2c(c1NC(=O)c1ccc3c(c1)OCO3)CS(=O)(=O)C2
10	1	-5	0	0	-5	3	-0.1	-3	2	CC(C)Cc1n[nH]c(=O)c2c1nnn2Cc1ccccc1F
3	-5	3	-1	-3	0	5	0.3	-8	-4	CCn1c(=O)c(C(=O)Nc2ccccc2S(N)(=O)=O)c(O)c2ccccc21
-10	-5	4	-5	-1	2	-7	-0.1	6	0	CSc1nc2sc(-c3ccccc3)cc2c(=O)n1N
1	1	-3	-39	8	2	-118	9.1	5	-21	CC(=O)N1CCc2nc3ccccc3cc21
-13	1	1	-1	-5	-18	11	0.5	1	-1	CCCCCOC(=O)C1=C(C)NC(=O)NC1c1ccc(OC)cc1 (configuration not stated)
-5	7	-2	1	-5	-3	0	0.1	-2	-1	O=C(Cc1ccccc1)Nc1cccnc1
3	3	-1	3	-3	-16	6	0.6	-4	5	CCC(Sc1nncn1C)C(=O)Nc1cc(C)on1 (configuration not stated)
